Wee1 degr inh – blocks degradation of human Wee1 kinase. HeLa Luc-Wee1K328M stability, luciferase luminescence; 100% = proteasome inhibitor MG132 effect. reporter increase, % at 5 µM. 220,000 compounds, 1.2% hits;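 active means activation above the mean of all tested compounds plus 3 SD, set per screening run, cut at about 8.8% in these data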;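 further: cells exposed to compound for 20 h before luminescence read; 0% = DMSO alone and 100% = MG132 at 30 µM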
NPY2 pot ag – human NPY-Y2 potentiation or agonism, primary screen. P49146. cells expressing NPY-Y2, potentiator/agonist read-out. activation, % at 3.6 µM. 220,000 compounds, 0.45% hits. AID 1359; in the data active means activation above about 27%;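 further: cells stimulated with NPY near EC25 plus isoproterenol at EC100; 0% = vehicle plus submaximal agonist and 100% = vehicle plus saturating agonist; some results beyond the cut were filed as inactive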
eIF4E 4G PPI – inhibitors of eIF4E and eIF4G interaction in translation initiation; P63073+Q04637; inhibition, % at 21.7 µM; 220,000 compounds, 0.37% hits; TR-FRET eIF4E-eIF4GI(517-606) binding, 2 h; AID 782;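 active means inhibition above about 30%, limit read from the data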;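 further: 0% = full FRET control wells and 100% = background wells lacking eIF4GI fragment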
Target sequence (P63073 whole entry, looked up, the tested form may be a part): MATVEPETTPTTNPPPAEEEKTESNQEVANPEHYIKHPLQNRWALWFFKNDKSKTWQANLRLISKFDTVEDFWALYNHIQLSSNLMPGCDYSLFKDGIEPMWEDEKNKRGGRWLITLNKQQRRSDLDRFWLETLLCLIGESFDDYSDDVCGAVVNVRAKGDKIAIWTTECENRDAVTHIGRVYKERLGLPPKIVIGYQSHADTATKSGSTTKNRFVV
Target sequence (Q04637 whole entry, looked up, the tested form may be a part): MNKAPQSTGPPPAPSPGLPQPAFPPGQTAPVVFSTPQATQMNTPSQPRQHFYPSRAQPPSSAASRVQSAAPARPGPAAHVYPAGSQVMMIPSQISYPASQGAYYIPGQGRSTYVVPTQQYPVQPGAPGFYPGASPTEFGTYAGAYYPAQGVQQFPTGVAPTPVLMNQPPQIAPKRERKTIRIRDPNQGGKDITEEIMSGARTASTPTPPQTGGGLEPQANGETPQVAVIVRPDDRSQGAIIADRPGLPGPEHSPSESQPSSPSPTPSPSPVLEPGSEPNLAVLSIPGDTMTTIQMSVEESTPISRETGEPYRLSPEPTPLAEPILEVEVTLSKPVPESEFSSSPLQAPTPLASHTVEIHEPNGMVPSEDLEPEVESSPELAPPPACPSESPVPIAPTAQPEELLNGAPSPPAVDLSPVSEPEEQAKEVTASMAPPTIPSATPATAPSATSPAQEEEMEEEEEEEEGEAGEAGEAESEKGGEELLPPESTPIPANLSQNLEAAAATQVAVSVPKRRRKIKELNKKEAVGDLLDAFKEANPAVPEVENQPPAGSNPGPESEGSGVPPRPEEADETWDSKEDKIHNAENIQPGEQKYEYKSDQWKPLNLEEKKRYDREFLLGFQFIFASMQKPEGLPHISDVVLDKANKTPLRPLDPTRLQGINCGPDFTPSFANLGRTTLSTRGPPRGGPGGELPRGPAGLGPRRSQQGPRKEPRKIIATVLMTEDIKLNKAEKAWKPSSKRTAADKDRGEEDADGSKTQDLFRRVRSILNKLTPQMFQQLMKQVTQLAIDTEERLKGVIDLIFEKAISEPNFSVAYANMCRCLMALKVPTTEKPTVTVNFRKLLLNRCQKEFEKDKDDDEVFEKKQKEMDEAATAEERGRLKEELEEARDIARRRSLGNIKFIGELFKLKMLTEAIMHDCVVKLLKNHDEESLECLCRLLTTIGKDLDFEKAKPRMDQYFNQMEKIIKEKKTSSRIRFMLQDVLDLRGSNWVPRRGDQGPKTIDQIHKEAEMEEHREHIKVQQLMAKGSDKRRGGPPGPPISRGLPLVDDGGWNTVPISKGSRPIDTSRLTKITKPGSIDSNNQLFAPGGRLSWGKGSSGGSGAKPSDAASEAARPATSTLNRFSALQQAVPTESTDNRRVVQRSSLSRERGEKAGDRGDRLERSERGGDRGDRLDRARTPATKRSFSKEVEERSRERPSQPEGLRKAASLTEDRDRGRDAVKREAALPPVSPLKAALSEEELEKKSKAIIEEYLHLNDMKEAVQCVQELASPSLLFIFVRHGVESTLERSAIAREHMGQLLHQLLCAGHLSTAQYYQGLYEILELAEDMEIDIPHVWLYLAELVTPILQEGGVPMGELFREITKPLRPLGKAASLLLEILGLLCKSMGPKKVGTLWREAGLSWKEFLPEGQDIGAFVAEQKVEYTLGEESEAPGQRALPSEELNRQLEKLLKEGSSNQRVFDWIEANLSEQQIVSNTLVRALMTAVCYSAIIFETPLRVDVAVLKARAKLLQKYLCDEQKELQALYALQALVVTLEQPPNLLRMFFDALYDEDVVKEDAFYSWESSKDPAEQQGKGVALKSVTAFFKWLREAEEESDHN
S1P4 ag – human S1P4 receptor agonism; AID 1509; activation, % at 4.98 µM; 220,000 compounds, 0.35% hits; S1P4-expressing cell line, agonist reporter assay; O95977; in the data active means activation above about 11%;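 further: 0% = DMSO vehicle and 100% = reference agonist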
PERK inhibitor – inhibitors of human PERK kinase. Q9NZJ5. CHO PERK-DD fusion, SEAP luminescence translation reporter. inhibition, % at 5.6 µM. 220,000 compounds, 0.17% hits;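 active means inhibition above the mean inhibition of all tested compounds plus 3 SD, set separately per screening campaign, cut at about 2.9% in these data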;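 further: PERK kinase domain activated by AP20187 dimerizer at 100 nM; 0% = DMSO with dimerizer and 100% = rapamycin at 8.4 µM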
S1P4 antag – human S1P4 receptor antagonism | O95977 | S1P4-expressing cells, antagonist mode, reporter read-out | inhibition, % at 4.98 µM | 220,000 compounds, 0.26% hits; in the data active means inhibition above about 29%;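 further: 0% = wells stimulated with agonist and 100% = vehicle wells without agonist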
Mdm2 ligase inh – inhibitors of human Mdm2 E3 ubiquitin ligase. cell-based MDM2 ubiquitination luciferase reporter, 2 h; 0 = plate control, 100 = twice control, blank-subtracted. AID 1230. 210,000 compounds, 0.11% hits. signal enhancement, % at 5 µM;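 active means signal enhancement of 30% or more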;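 further: luminescence tracks abundance of the self-degrading MDM2-luciferase fusion protein; higher signal means inhibition of MDM2 E3 ligase activity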
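Test system: stable mammalian line carrying autodegrading MDM2–luciferase fusion reporter; quantity: 2000 cells in each well; times: 4 h cell settling then 2 h compound exposure, 37 °C; detection: luminescence with SteadyLite reagent, 15 min at room temperature; evaluation: percent signal gain over controls, blank-subtracted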
Ba/F3 V617F tox – lowers viability of Ba/F3 cells expressing EpoR and JAK2V617F | ATP luminescence | inhibition, % at 5.6 µM | 220,000 compounds, 1.1% hits | AID 1446;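 active means inhibition above the campaign mean plus 3 SD over all tested compounds, cut at about 24% in these data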;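 further: cytokine-independent growth of Ba/F3 cells driven by EpoR plus mutant JAK2; 0% = DMSO-treated cells and 100% = JAK inhibitor I control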
BaF3 tox – reduces parental Ba/F3 cell viability, JAK2V617F counter-screen; CellTiter-Glo ATP luminescence; inhibition, % at 5.6 µM; 220,000 compounds, 1.1% hits;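 active means inhibition above a per-campaign cutoff, the mean inhibition of all tested compounds plus 3 SD, cut at about 27% in these data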;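 further: 0% = DMSO wells and 100% = JAK Inhibitor I control wells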
The depositor's hits bear a star; [ ] = remark or other dose. Rows were taken by chance (roughly 4.1% active in at least one column).

For CCS(=O)(=O)CCSC(=N)N the results were Wee1 degr inh -1, NPY2 pot ag 1, S1P4 ag -0.9, PERK inhibitor 0.6, S1P4 antag 5, Mdm2 ligase inh -11, Ba/F3 V617F tox -4 and BaF3 tox -1.
Cc1cc(OCC(=O)NCCO)cc(C)c1Cl was read as Wee1 degr inh -1, NPY2 pot ag 13, eIF4E 4G PPI 2, S1P4 ag -1.5, PERK inhibitor 0.0, S1P4 antag -22, Mdm2 ligase inh -7, Ba/F3 V617F tox -3 and BaF3 tox 2.
For S=C(NCCc1ccccn1)NC1CCCCC1 the results were Wee1 degr inh 0, NPY2 pot ag 8, eIF4E 4G PPI -2, S1P4 ag -3.2, PERK inhibitor 0.0, S1P4 antag -5, Mdm2 ligase inh -8, Ba/F3 V617F tox -3 and BaF3 tox -1.
`CC(C)N1C(=O)/C(=C\c2nc3ccccc3c(=O)n2-c2ccccc2)c2ccccc21` gave Wee1 degr inh -1, NPY2 pot ag 2, eIF4E 4G PPI -2, S1P4 ag -3.3, PERK inhibitor -1.7, S1P4 antag 2, Mdm2 ligase inh -1, Ba/F3 V617F tox 5 and BaF3 tox 6.
For CCC(=O)Nc1sc2c(c1C#N)CC(C)(C)NC2(C)C the results were Wee1 degr inh -3, NPY2 pot ag -1, eIF4E 4G PPI -12[fluorescence artefact?], S1P4 ag -1.3, PERK inhibitor 0.0, S1P4 antag 7, Mdm2 ligase inh -5, Ba/F3 V617F tox 4 and BaF3 tox 3.
`COC(=O)c1ccccc1NC(=O)COC(=O)CSCC(=O)N1CCOCC1` gave Wee1 degr inh -1, NPY2 pot ag 9, eIF4E 4G PPI -5, S1P4 ag -1.4, PERK inhibitor 0.9, S1P4 antag 7, Mdm2 ligase inh -9, Ba/F3 V617F tox -1 and BaF3 tox 3.
For NC(=O)c1ccc(N2CCOCC2)nc1 the results were Wee1 degr inh 1, NPY2 pot ag -10, eIF4E 4G PPI 0, S1P4 ag 0.5, PERK inhibitor 2.5, S1P4 antag -6, Mdm2 ligase inh -47, Ba/F3 V617F tox 1 and BaF3 tox 6.
Screening Cc1ccc(NC(=O)CC(O)(C(F)(F)F)C(F)(F)F)cc1 returned Wee1 degr inh 3, NPY2 pot ag -3, eIF4E 4G PPI 2, S1P4 ag -0.4, PERK inhibitor 1.1, S1P4 antag 7, Ba/F3 V617F tox 1 and BaF3 tox 4.
`Cc1ccc(-c2cc(C#N)c(=O)n(Cc3c(Cl)cccc3Cl)c2)cc1` gave Wee1 degr inh -1, NPY2 pot ag -7, eIF4E 4G PPI 5[fluorescence artefact?], S1P4 ag -1.5, PERK inhibitor 0.6, S1P4 antag 8, Mdm2 ligase inh 0, Ba/F3 V617F tox 2 and BaF3 tox 3.
Screening Cc1ccc(NC(=O)C2CC(=O)NC(Nc3cccc(C)c3)=N2)cc1 (stereo not drawn) returned Wee1 degr inh -2, NPY2 pot ag 1, eIF4E 4G PPI 0[fluorescence artefact?], S1P4 ag 0.4, PERK inhibitor 1.0, S1P4 antag -7, Mdm2 ligase inh -10, Ba/F3 V617F tox -2 and BaF3 tox -1.
For COc1ccccc1N1CCN(C(CNC(=O)C2CCCCC2)c2cccnc2)CC1 (stereo not drawn) the results were Wee1 degr inh 0, NPY2 pot ag -5, eIF4E 4G PPI 2, S1P4 ag 0.9, PERK inhibitor -1.6, S1P4 antag -10, Mdm2 ligase inh -17, Ba/F3 V617F tox 1 and BaF3 tox 5.
`Cc1c(=O)n(OCc2ccc(Cl)cc2)c2ccccc2[n+]1[O-]` gave Wee1 degr inh -3, NPY2 pot ag 12, eIF4E 4G PPI 3, S1P4 ag -1.8, PERK inhibitor -0.5, S1P4 antag -2, Mdm2 ligase inh -4, Ba/F3 V617F tox -3 and BaF3 tox 2.
Screening COc1ccc(C2c3c(oc4ccccc4c3=O)C(=O)N2CCCN2CCOCC2)cc1 (stereo not drawn) returned Wee1 degr inh -3, NPY2 pot ag 11, S1P4 ag 4.8, PERK inhibitor 1.1, S1P4 antag -7, Ba/F3 V617F tox -1 and BaF3 tox 4.
`Cc1cc(C)cc(N2CC34C=CC(O3)C(C(=O)OCC(=O)NCc3ccco3)C4C2=O)c1` (stereo not drawn) gave Wee1 degr inh -1, NPY2 pot ag 18, eIF4E 4G PPI -3, S1P4 ag -2.3, PERK inhibitor 0.0, S1P4 antag 4, Mdm2 ligase inh -12, Ba/F3 V617F tox -2 and BaF3 tox 6.
CCOC(=O)C1=C(C)N(c2ccc(C)cc2)C(=O)/C1=C\c1ccc(O)c(OC)c1 was read as Wee1 degr inh 4, NPY2 pot ag -9, eIF4E 4G PPI 3, S1P4 ag -0.1, PERK inhibitor -1.3, S1P4 antag 15, Mdm2 ligase inh -34, Ba/F3 V617F tox -5 and BaF3 tox 29*.
`CCOC(=O)CNC(=S)SC` gave Wee1 degr inh -1, NPY2 pot ag 4, eIF4E 4G PPI 1, S1P4 ag 0.9, PERK inhibitor 1.4, S1P4 antag 2, Mdm2 ligase inh -7, Ba/F3 V617F tox -1 and BaF3 tox -2.
CC(C)(C)NC(=O)COC(=O)c1ccc(Cl)nc1 was read as Wee1 degr inh 4, NPY2 pot ag 1, eIF4E 4G PPI -4, S1P4 ag 1.2, PERK inhibitor 1.4, S1P4 antag 2, Mdm2 ligase inh -15, Ba/F3 V617F tox 1 and BaF3 tox 9.
`COC(=O)C(C)Oc1ccc(=O)[nH]n1` (stereo not drawn) gave Wee1 degr inh 6, NPY2 pot ag -2, eIF4E 4G PPI -5, S1P4 ag 2.3, PERK inhibitor 1.6, S1P4 antag 9, Mdm2 ligase inh -13, Ba/F3 V617F tox -1 and BaF3 tox 6.
`Cc1ccc(OCCC(=O)NCCc2ccc(S(N)(=O)=O)cc2)cc1` gave Wee1 degr inh 4, NPY2 pot ag 0, eIF4E 4G PPI 2, S1P4 ag 3.3, PERK inhibitor 0.7, S1P4 antag -14, Mdm2 ligase inh -3, Ba/F3 V617F tox 0 and BaF3 tox 8.
`O=C(c1cccnc1)N1C2C=CC(C2)C1(C(F)(F)F)C(F)(F)F` (stereo not drawn) gave Wee1 degr inh 1, NPY2 pot ag 12, eIF4E 4G PPI 0, S1P4 ag 3.2, PERK inhibitor 1.1, S1P4 antag -12, Mdm2 ligase inh 11, Ba/F3 V617F tox -2 and BaF3 tox 2.
Cn1c2c(c(=O)n(C)c1=O)C(c1cccc(Br)c1)C1C(=O)c3ccccc3C1=N2 (stereo not drawn) was read as Wee1 degr inh -1, NPY2 pot ag 1, S1P4 ag -0.9, PERK inhibitor 0.0, S1P4 antag 5, Ba/F3 V617F tox -3 and BaF3 tox -1.
`Cc1ccc(C(=O)Nc2nnc(COc3ccccc3)s2)cc1` gave Wee1 degr inh 4, NPY2 pot ag -9, eIF4E 4G PPI 1, S1P4 ag -1.0, PERK inhibitor 0.7, S1P4 antag -15, Mdm2 ligase inh 5, Ba/F3 V617F tox 0 and BaF3 tox 2.
CC(=O)Oc1ccc(C(C)=O)c2c1OCCO2 was read as Wee1 degr inh -3, NPY2 pot ag -2, eIF4E 4G PPI -5, S1P4 ag -0.5, PERK inhibitor -0.6, S1P4 antag -20, Mdm2 ligase inh -2, Ba/F3 V617F tox 1 and BaF3 tox 6.
Cc1ccc2c(c1)C(=C(C#N)C#N)C(=O)N2CCN1CCCCC1 was read as Wee1 degr inh -4, NPY2 pot ag -9, eIF4E 4G PPI 5, S1P4 ag 0.6, PERK inhibitor -0.3, S1P4 antag -2, Mdm2 ligase inh 3, Ba/F3 V617F tox -1 and BaF3 tox 0.
Screening CCN(CC)C(=S)SCC(=O)Nc1nc(-c2ccccc2)c(-c2ccccc2)o1 returned Wee1 degr inh -2, NPY2 pot ag -1, eIF4E 4G PPI 15, S1P4 ag 0.2, PERK inhibitor 0.2, S1P4 antag -27, Mdm2 ligase inh 1, Ba/F3 V617F tox -4 and BaF3 tox 0.
Screening Cc1ccc(-c2nc3[nH]c(=O)cc(NC(=O)c4cccs4)n3n2)cc1 returned Wee1 degr inh 0, NPY2 pot ag 12, eIF4E 4G PPI 0, S1P4 ag -1.1, PERK inhibitor 0.5, S1P4 antag 3, Mdm2 ligase inh -6, Ba/F3 V617F tox -5 and BaF3 tox -2.
COc1ccc(NC(=O)CC2C(=O)N(c3ccc(Cl)cc3)C(=S)N2CCc2ccncc2)cc1 (stereo not drawn) was read as Wee1 degr inh 1, NPY2 pot ag 13, eIF4E 4G PPI 1, S1P4 ag 0.7, PERK inhibitor -1.1, S1P4 antag -15, Mdm2 ligase inh -6, Ba/F3 V617F tox -1 and BaF3 tox -2.
`CC1CCCCC1NC(=O)CC1Oc2ccccc2NC1=O` (stereo not drawn) gave Wee1 degr inh -4, NPY2 pot ag 1, eIF4E 4G PPI 2[fluorescence artefact?], S1P4 ag 0.5, PERK inhibitor 0.3, S1P4 antag -8, Mdm2 ligase inh -23, Ba/F3 V617F tox -4 and BaF3 tox 1.
Screening O=c1c2ccccc2nc(SCc2ccccc2F)n1C1CCCC1 returned Wee1 degr inh 0, NPY2 pot ag -9, eIF4E 4G PPI -3, S1P4 ag 0.1, PERK inhibitor 0.7, S1P4 antag 6, Mdm2 ligase inh -18, Ba/F3 V617F tox 0 and BaF3 tox 5.
Cc1ccccc1/C=C\c1nc2ccccc2c(=O)n1Cc1ccccc1 was read as Wee1 degr inh -1, NPY2 pot ag -19, eIF4E 4G PPI -1, S1P4 ag -0.7, PERK inhibitor -0.9, S1P4 antag -1, Mdm2 ligase inh -13, Ba/F3 V617F tox -2 and BaF3 tox 1.
For COC(=O)c1ccc2c(c1)S(=O)(=O)NC(=NCCCN1CCOCC1)S2 the results were Wee1 degr inh -4, NPY2 pot ag 6, eIF4E 4G PPI 2[fluorescence artefact?], S1P4 ag 0.7, PERK inhibitor 0.4, S1P4 antag -32, Mdm2 ligase inh -3, Ba/F3 V617F tox 0 and BaF3 tox 4.

3 structures from above, sorted by formula weight, lowest first.
Cc1ccc2c(c1)C(=C(C#N)C#N)C(=O)N2CCN1CCCCC1 was read as Wee1 degr inh -4, NPY2 pot ag -9, eIF4E 4G PPI 5, S1P4 ag 0.6, PERK inhibitor -0.3, S1P4 antag -2, Mdm2 ligase inh 3, Ba/F3 V617F tox -1 and BaF3 tox 0.
Cc1ccccc1/C=C\c1nc2ccccc2c(=O)n1Cc1ccccc1 was read as Wee1 degr inh -1, NPY2 pot ag -19, eIF4E 4G PPI -1, S1P4 ag -0.7, PERK inhibitor -0.9, S1P4 antag -1, Mdm2 ligase inh -13, Ba/F3 V617F tox -2 and BaF3 tox 1.
For COC(=O)c1ccc2c(c1)S(=O)(=O)NC(=NCCCN1CCOCC1)S2 the results were Wee1 degr inh -4, NPY2 pot ag 6, eIF4E 4G PPI 2[fluorescence artefact?], S1P4 ag 0.7, PERK inhibitor 0.4, S1P4 antag -32, Mdm2 ligase inh -3, Ba/F3 V617F tox 0 and BaF3 tox 4.
